Assay outcomes (PubChem)
VCAM1 TNFa inh = reduces TNF alpha induced VCAM1 expression in HUVEC. hit rate 0.48% among 95,000. AID 802. HUVEC TNFa-induced VCAM-1 immunofluorescence, high-content imaging. inhibition, % at 2 µM;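 active means inhibition above the batch mean plus 3 SD, with images confirmed as a hit by eye, cut at about 37% in these data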;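 further: 0% = TNF-stimulated DMSO wells and 100% = unstimulated control wells; not every result past the cut was called active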
IL1B cytotox = HUVEC cytotoxicity counter-screen, IL-1B stimulated | HUVEC cell count loss, Hoechst imaging | cell count reduction, % at 2 µM | hit rate 0.41% among 94,000;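 active means cell count reduction more than 3 SD above the screen-wide mean, cut at about 70% in these data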;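 further: normalized per plate to untreated control cells as the no-loss baseline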
ERa coact inh = ER-alpha (human) coactivator binding inhibition. AID 629. hit rate 1.7% among 86,000. inhibition, % at 25.6 µM. P03372. TR-FRET ER-alpha LBD / SRC-1 peptide, estradiol-bound; in the data active means inhibition above about 50%;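 further: 0% = receptor plus peptide control and 100% = peptide only without receptor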
Target sequence (P03372 whole entry, looked up, the tested form may be a part): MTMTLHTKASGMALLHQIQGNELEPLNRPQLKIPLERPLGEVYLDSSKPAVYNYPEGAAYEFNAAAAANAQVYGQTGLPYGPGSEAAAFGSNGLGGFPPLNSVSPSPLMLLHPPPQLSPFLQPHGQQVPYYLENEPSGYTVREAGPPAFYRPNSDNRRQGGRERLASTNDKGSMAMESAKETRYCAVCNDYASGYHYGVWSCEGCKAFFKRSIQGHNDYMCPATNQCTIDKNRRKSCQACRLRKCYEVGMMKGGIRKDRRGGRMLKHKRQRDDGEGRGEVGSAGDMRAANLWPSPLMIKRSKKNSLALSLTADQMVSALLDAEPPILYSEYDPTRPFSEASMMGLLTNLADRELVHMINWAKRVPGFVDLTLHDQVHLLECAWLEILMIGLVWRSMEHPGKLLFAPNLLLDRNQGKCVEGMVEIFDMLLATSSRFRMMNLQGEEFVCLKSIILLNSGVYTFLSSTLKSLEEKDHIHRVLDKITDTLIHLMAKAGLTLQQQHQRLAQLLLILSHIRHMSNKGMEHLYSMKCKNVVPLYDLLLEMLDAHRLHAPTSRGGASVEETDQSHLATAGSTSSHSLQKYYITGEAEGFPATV
TNFa cytotox = toxic to HUVEC cells under TNF alpha stimulation; hit rate 0.17% among 93,000; cell count reduction, % at 2 µM; HUVEC TNFalpha-stimulated, Hoechst cell count, imaging; AID 848;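 active means cell count reduction exceeding the screen mean by over 5 SD, scaled to untreated wells per plate, cut at about 78% in these data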;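 further: cells counted after 24 h of TNF alpha exposure following the 1 h pretreatment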
LYP inh 2 = LYP (human) phosphatase inhibition; Q9Y2R2; recombinant LYP catalytic domain, DiFMUP fluorescence; hit rate 0.21% among 96,000; inhibition, % at 2 µM; AID 640;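 active means inhibition at 2 µM at or above a set limit, the screen mean plus 3 SD, cut at about 24% in these data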;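 further: 0% = DMSO with enzyme and 100% = enzyme fully blocked by orthovanadate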
FAK inh = FAK (human) kinase inhibition; Q05397; inhibition, %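 (tested at 7 µM)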; hit rate 0.84% among 97,000; biochemical FAK kinase activity assay; in the data active means inhibition above about 19%;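 further: 0% = DMSO and 100% = reference compound high control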
LYP act = activators of human LYP (PTPN22) phosphatase. Q9Y2R2. recombinant LYP, DiFMUP fluorescence; 0 = plate median, 100 = signal doubled. activation, % at 2 µM. hit rate 0.11% among 96,000. AID 697;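 active means activation at 2 µM above a set limit, the mean plus 5 SD, cut at about 37% in these data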
F-actin modifier = cytoskeleton assembly modification | HUVEC TNFa F-actin phalloidin imaging, high content | inhibition, % at 2 µM | hit rate 0.18% among 91,000 | AID 836;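 active means inhibition above the batch mean plus 3 SD and confirmed as a hit by visual image inspection, cut at about 30% in these data, passing the limit was not always enough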; further: strong numbers were not always called active
PTK2B oligo ant = antagonists of human Pyk2 oligomerization. AID 1347419. Q14289. hit rate 0.83% among 99,000. z-score (the deposit names both 25 µM and 10 µM). Q293 cells, Pyk2 FERM NanoBiT luminescence; stronger effect = lower value;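 active means Z-score of -3 or lower, scaled per plate to the spread of control and sample wells; inactive means z-score above -3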;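 further: negative z-score means lost luminescence so less FERM oligomerization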
Starred values were filed as active, the others as inactive; . = no result given; [ ] = dose if it differs, or a comment.

SMILES	VCAM1 TNFa inh	IL1B cytotox	ERa coact inh	TNFa cytotox	LYP inh 2	FAK inh	LYP act	F-actin modifier	PTK2B oligo ant
Cc1nn(C)cc1CNC(=O)CCC(=O)O	10	9	-4	-35	5	-1	-5	48	1.4
CC(C)c1ccc(NC(=O)COc2nnc(-c3cccs3)c(-c3cccs3)n2)cc1	0	-28	.	-18	3	15	-6	4	-1.5
O=C(NCc1ccco1)c1ccc(S(=O)(=O)c2cccc(S(=O)(=O)N3CCOCC3)c2)cc1	-49	-51	21	-16	-9	-9	4	26	-0.58
COc1ccccc1NC(=O)c1cnc2n(c1=O)CCS2	-9	-55	-10	-15	-3	-3	1	.	0.92
COc1cccc(-c2noc(C3CCCN(C(=O)Cc4ccccc4)C3)n2)c1 (configuration not stated)	15	11	5	0	-8	1	3	9	-0.34
Cc1ccc(S(=O)(=O)N(C)c2ccc(NS(C)(=O)=O)cc2)cc1	-31	-3	4	.	-8	2	5	10	0.5
Cc1cc(Cl)cc2c1NC(=O)[C@]21[C@@H]2C(=O)N(Cc3ccccc3)C(=O)[C@@H]2[C@@H]2CCCN21	5	-13	14[fluorescence artefact?]	-17	-1	2	-2	-15	-0.26
Cc1cc(C)n(-c2cc(N3CCOCC3)ncn2)n1	14	10	-5	-27	-5	-7	2	12	.
COC(=O)c1[nH]c2cc(OC)ccc2c1NC(=O)CCN1CCN(c2cccc(C)c2C)CC1	0	-39	2	-19	6	5	-7	54	-0.13
Cc1cc(C)n(-c2ccc(C(=O)C(C#N)c3nc4ccccc4n3C)cc2)n1 (configuration not stated)	-8	8	10	14	-2	9	0	-7	-1.7
Cc1ccc(S(=O)(=O)N2CCCC2C(=O)NCc2ccco2)cc1 (configuration not stated)	-6	21	-20	-1	-4	0	5	0	0.79
Cc1ccc(OCCCC(=O)Nc2ccc(N3CCOCC3)cc2)c(C)c1	-4	-3	10[fluorescence artefact?]	6	14	6	-11	3	1.6
CCC1=[N+](C)CCn2c(C)ccc21	-10	.	17[fluorescence artefact?]	-9	7	2	-6	0	0.01
Cc1cc(-c2ccccc2)nc(N2CCN(c3ccccn3)CC2)n1	10	-20	12[fluorescence artefact?]	-30	0	-2	-2	-11	-1.3
COC(=O)c1ccc2c(=O)n(NC(C)=O)c(=S)[nH]c2c1	6	46	1	-11	6	0	-4	4	-0.3
CCCOc1ccc(CSC2=NCCN2)cc1[N+](=O)[O-]	14	-34	.	3	0	-2	4	-25	-0.3
COc1ccc(C(=O)N[C@H]2COC(C)(C)O[C@H]2c2ccccc2)cc1	20	-42	2[fluorescence artefact?]	-19	-7	-2	5	.	0.25
Nc1nc(Nc2ccc(Cl)cc2)n[nH]1	-11	-10	.	-14	7	2	-7	11	1.6
COCCNC(=O)CCc1ccc(S(=O)(=O)Nc2ccc(C)cc2)cc1	4	-62	6[fluorescence artefact?]	-22	-5	1	2	-5	0.84
Cc1ccc(C(=O)O)cc1N1C(=O)c2cccc3cc(Br)cc(c23)C1=O	5	0	.	6	17	-2	-14	7	-0.58
CC(C)CNC(=O)NC(=O)COc1ccc(C=O)cc1	-1	-7	.	-23	-2	0	3	19	0.28
C/C(=N/NS(=O)(=O)c1ccc(Cl)cc1)c1cccc(O)c1	0	8	.	-42	4	-2	-7	17	-0.08
Cc1cc(Cl)c(S(=O)(=O)N2CCN(c3cccc(C)c3C)CC2)cc1OCC(N)=O	-6	-3	18	-28	3	0	0	11	-2.8
CCOC(=O)c1sc(=S)n(-c2cc(F)ccc2F)c1N	-1	-15	4[fluorescence artefact?]	-35	-4	1	2	13	0.94
CC1(c2ccccn2)Nc2ccccc2-c2nc3ccccc3n21 (configuration not stated)	6	18	-4	21	6	11	-6	-25	-0.98

Continuation:
SMILES	VCAM1 TNFa inh	IL1B cytotox	ERa coact inh	TNFa cytotox	LYP inh 2	FAK inh	LYP act	F-actin modifier	PTK2B oligo ant
CCCOCC(O)COc1ccccc1C(=O)N1CCOCC1 (configuration not stated)	-10	-12	0	-17	1	-3	-3	-16	-0.39
COc1ccccc1CNc1nc2ccccc2n1CCN1CCCCC1	18	-30	-2	-42	-1	2	1	27	-0.62
CC(C(=O)N/N=C/c1ccc(N(C)C)c(Br)c1)N(c1ccccc1)S(C)(=O)=O (configuration not stated)	9	-10	.	8	8	-4	-5	-53	-2
O=C(CN1C(=O)NC(Cc2ccccc2)C1=O)Nc1ccccc1 (configuration not stated)	-20	-5	-1	-26	-6	-6	4	-7	-0.49
CNC(=O)CN(c1ccc(F)cc1)S(=O)(=O)c1cc(C)ccc1OC	-10	5	-9	-28	14	-3	-11	.	-0.6
N#CC1=C(SCC(=O)Nc2ccccc2)NC(=O)CC1c1ccco1 (configuration not stated)	16	-11	20	-13	0	-3	-1	-2	0.42
Cn1c(=O)[nH]c(=O)c2c1nc(Br)n2CCCc1ccccc1	2	-6	-6	-13	-6	-1	2	.	.
O=C(Nc1cccc(-c2cnc3ccccc3n2)c1)c1cccc(NC(=O)c2ccco2)c1	16	-21	59*	5	2	14	1	-28	-4.4*
CCCCC(=O)Nc1ccc(C(=O)Nc2cccnc2)cc1	5	14	3	-16	1	1	1	14	0.58
Cc1nn(-c2ccccc2)c2c1C(c1ccccc1)C(C#N)=C(N)O2 (configuration not stated)	-3	4	.	-24	-2	-2	1	0	-1.4
Cc1cc(Nc2ccccc2)c2c([N+](=O)[O-])c(C)cc(C)c2n1	14	2	.	-25	1	-3	4	-3	-0.32
COc1ccccc1NC(=O)CN(c1ccc(C)cc1)S(=O)(=O)c1c(C)n[nH]c1C	-24	-3	6[fluorescence artefact?]	38	-4	7	4	-2	-2.8
COc1ccc(C(=O)Nc2nc(N)n(-c3ccccc3)n2)cc1OC	-13	-20	3	3	0	-2	-2	9	-0.05
NC(=O)C1CCN(c2nnnn2-c2ccccc2)CC1	2	6	-2	-25	4	-2	-1	-1	1.2
O=C1OC2CCC1(c1ccccc1)C2 (configuration not stated)	6	-33	-22	-16	-5	-1	2	1	0.6
O=C(CN1CCN(Cc2ccccc2)CC1)N1CCCc2c1c(=O)oc1ccc(O)cc21	0	-22	16	-23	3	3	-5	37	-2
Cn1c(CSCc2ccccc2)nnc1SCC(=O)Nc1nccs1	22	2	6[fluorescence artefact?]	-7	2	-3	5	9	0.48
Cc1ccccc1C(=O)N1CCN(c2ncnc3c2cnn3-c2ccccc2)CC1	-2	-4	-9	-16	-3	1	3	3	-1
O=c1oc2ccccc2c2c1C(c1ccc(Cl)cc1)Nc1ccc3ccccc3c1-2 (configuration not stated)	21	-10	.	-8	4	1	-4	-16	-2.3
CC1(C)CC(=O)c2sc(NC(=O)CN3CCCCC3)nc2C1	-2	-3	-1	-24	-5	-5	4	-3	-0.56
CN(C)S(=O)(=O)c1ccc(Nc2ccc(-c3ccc4c(c3)OCCO4)nn2)cc1	-3	-1	-4	11	6	2	-2	3	-2.1
O=C(N/C=C\c1ccccc1)NCc1ccc(Cl)cc1Cl	-12	11	.	-2	8	4	-6	-16	-0.13
CC(C)Cc1nnc(NC(=O)CCC(=O)N2CCN(c3ccccn3)CC2)s1	-4	-4	-4	-21	-4	2	6	18	0.2
CCN1CCN(C(C(=O)NC2CCCCC2)c2ccc(Cl)cc2)CC1 (configuration not stated)	7	8	-7	-4	-19	3	18	-2	-0.28
COc1cc(NC(=O)Cc2ccc(Cl)cc2)ccc1NC(=O)c1ccco1	1	20	10[fluorescence artefact?]	-4	6	4	-6	5	-1.4

Record cards, as listed above.
Cc1cc(C)n(-c2cc(N3CCOCC3)ncn2)n1 reads VCAM1 TNFa inh = 14; IL1B cytotox = 10; ERa coact inh = -5; TNFa cytotox = -27; LYP inh 2 = -5; FAK inh = -7; LYP act = 2; F-actin modifier = 12; PTK2B oligo ant = .
Cc1cc(-c2ccccc2)nc(N2CCN(c3ccccn3)CC2)n1 reads VCAM1 TNFa inh = 10; IL1B cytotox = -20; ERa coact inh = 12[fluorescence artefact?]; TNFa cytotox = -30; LYP inh 2 = 0; FAK inh = -2; LYP act = -2; F-actin modifier = -11; PTK2B oligo ant = -1.3

An excerpt of the results above, for reference:
SMILES	VCAM1 TNFa inh	IL1B cytotox	ERa coact inh	TNFa cytotox	LYP inh 2	FAK inh	LYP act	F-actin modifier	PTK2B oligo ant
O=C(CN1C(=O)NC(Cc2ccccc2)C1=O)Nc1ccccc1 (configuration not stated)	-20	-5	-1	-26	-6	-6	4	-7	-0.49
CNC(=O)CN(c1ccc(F)cc1)S(=O)(=O)c1cc(C)ccc1OC	-10	5	-9	-28	14	-3	-11	.	-0.6
N#CC1=C(SCC(=O)Nc2ccccc2)NC(=O)CC1c1ccco1 (configuration not stated)	16	-11	20	-13	0	-3	-1	-2	0.42
Cn1c(=O)[nH]c(=O)c2c1nc(Br)n2CCCc1ccccc1	2	-6	-6	-13	-6	-1	2	.	.
O=C(Nc1cccc(-c2cnc3ccccc3n2)c1)c1cccc(NC(=O)c2ccco2)c1	16	-21	59*	5	2	14	1	-28	-4.4*
CCCCC(=O)Nc1ccc(C(=O)Nc2cccnc2)cc1	5	14	3	-16	1	1	1	14	0.58
Cc1nn(-c2ccccc2)c2c1C(c1ccccc1)C(C#N)=C(N)O2 (configuration not stated)	-3	4	.	-24	-2	-2	1	0	-1.4

(listing goes on)
SMILES	VCAM1 TNFa inh	IL1B cytotox	ERa coact inh	TNFa cytotox	LYP inh 2	FAK inh	LYP act	F-actin modifier	PTK2B oligo ant
Cc1noc(C)c1CSc1nc2[nH]ncc2c(=O)n1-c1ccccc1	26	-35	.	31	8	3	-6	-6	2.2
COc1cccc(-c2noc(CCC(=O)Nc3cccnc3)n2)c1	0	-26	-3	-19	-5	2	3	.	0.11
COC(=O)/C(C#N)=C1/SC=C(C)N1c1ccccc1	-15	32	-13	-11	1	0	0	-4	0.19
COC(=O)c1ccccc1NC(=O)CSCC(=O)Nc1ccccc1	-39	-55	.	-33	-6	-3	5	-2	0.13
O=C(COc1ccc(Cl)cc1)NCCSc1ccccc1	-7	2	3	-24	-1	0	0	-1	0.4
CCC(=O)N1CCc2cc(Br)cc(S(=O)(=O)CCC(=O)NCC3CCCO3)c21 (configuration not stated)	19	3	4	-2	-44	-2	49*	2	0.99
CC(=O)c1coc2c1cc(O)c1ccccc12	-8	-23	-4	-28	-10	4	6	.	-2.3
Clc1ccc(CN2CCC(c3nc4ccc(Cl)cc4[nH]3)CC2)cc1	16	-19	.	-20	-3	3	6	-20	0.4
COc1cc(/C=N/N2CCN(C3c4ccccc4-c4ccccc43)CC2)ccc1O	-12	38	.	8	3	8	3	-64	-0.01
COc1ccc(CCC(N)=O)cc1OC	4	-16	4	1	0	-2	0	10	0.13
CCCCn1c(NCCC)nc2c1c(=O)[nH]c(=O)n2C	11	-157	-5	-20	-2	2	1	1	0.11
O=S(=O)(c1ccc2c(c1)oc1ccccc12)N1CCOCC1	-22	5	-5	-7	6	0	-10	-1	-0.93

Quoted at random: 2 records from the list.
SMILES	VCAM1 TNFa inh	IL1B cytotox	ERa coact inh	TNFa cytotox	LYP inh 2	FAK inh	LYP act	F-actin modifier	PTK2B oligo ant
COc1cccc(-c2noc(CCC(=O)Nc3cccnc3)n2)c1	0	-26	-3	-19	-5	2	3	.	0.11
CCCCn1c(NCCC)nc2c1c(=O)[nH]c(=O)n2C	11	-157	-5	-20	-2	2	1	1	0.11
